Screening data (PubChem BioAssay)
MCF10A rereplic: inducers of DNA re-replication in MCF 10A breast cells; MCF 10A DNA re-replication, Hoechst nuclear intensity, 48 h; Potency, µM (doses to about 46.1 µM), without a hit: at the highest dose activity, positive = re-replication, most hits filed as activators; 2.9% of 350,000 active; also: potency is read from the fitted curve at half-maximal effect; % of control where 0% means no effect; nearly all actives have a fitted effect of over 50% in size
HT1080 IDH1KD tx: kills HT-1080 cells with IDH1 knockdown | HT-1080 IDH1 knockdown viability, ATP luminescence, 48 h | Potency, µM (titrated, usually from 46.1 µM), without a hit: at the top dose activity, negative = toxicity, usual class: cytotoxic | 2% of 360,000 active | AID 686971;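 also: potency is read from the fitted curve at half-maximal effect; 0% = DMSO wells and -100% = cell-free medium wells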
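Using the IDH1-knockdown HT-1080 line run in the same batch and compound series as the NT line, viability after 48 h at 37 °C was determined by CellTiter-Glo luminescence and expressed as % activity.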
SW480 rereplic: DNA re-replication induction in SW480 cells; SW480 DNA re-replication, Hoechst DNA content imaging, 48 h; Potency, µM (series often up to 46.1 µM), for the others: at the top dose re-replication activation, actives largely listed as activators; 1.8% of 340,000 active; AID 624297; also: potency is read from the fitted curve at half-maximal effect; % of control where 0% means no effect; nearly all actives have a fitted effect of over 55% in size
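Quantitative HTS format with DMSO vehicle controls; 48 hr drug incubation at 37 C, then 40 min Hoechst staining and scanning imager measurement at 405 nm excitation.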
HepG2 tox: kills HepG2 cells in TGF-b inhibitor counter-screen; Potency, µM (highest dose often 46.1 µM), without a hit: at the highest dose activity change, negative = cytotoxicity, most hits filed as cytotoxic; AID 588856; HepG2 CAGA-GFP viability, ATP luminescence, 18 h; 0.76% of 410,000 active; also: potency is read from the fitted curve at half-maximal effect; some results filed as inactive show a strong effect at the top dose
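CellTiter-Glo luminescence gave cytotoxicity after 18 hours at 37 degrees C. The cells were HepG2 CAGA-GFP in 1% FBS DMEM, stimulated with 500 pg/mL TGF-beta after compound addition. %Activity was normalised to no-cell wells (complete cell-killing) and DMSO (no toxicity), and curves were fitted and classified.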
IL1B secr inh: inflammasome signaling inhibition, IL-1 beta readout; 4.7% of 360,000 active; activity change, % at 57.5 µM; AID 743279; THP-1 LPS/ATP IL-1B secretion, AlphaLISA, 16 h; stronger effect = lower value; in the data active = activity change below about -50%; inconclusive = mostly about -30% to -49%; also: % is scaled to controls: 0 for no effect and ±100 for the full control effect
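Secreted IL-1B measured by AlphaLISA bead assay after 16 h compound exposure of THP-1 cells; compounds (final up to 57.5 uM) added 1 h before LPS (250 ng/mL) and ATP (1.25 mM) stimulation; lower signal means less secretion.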
S2 tox: cell viability loss in ATXN counter-screen; Potency, µM (titrated, usually from 56.7 µM), actives largely listed as cytotoxic; S2 cells (HEK-293 line with an ATXN2-luciferase reporter) viability, CellTiter-Fluor protease fluorescence, 24 h; 0.49% of 400,000 active; also: potency is read from the fitted curve at half-maximal effect; nearly all actives have a fitted effect of over 40% in size
ATXN2 expr inh: reduces ATXN2 reporter expression in HEK-293 cells. HEK-293 ATXN2-luciferase reporter, luminescence, 24 h. 0.72% of 360,000 active. Potency, µM (titrated, usually from 57 µM), without a hit: top-dose activity change, negative = inhibition, most hits filed as inhibitors. AID 1745845; also: potency is read from the fitted curve at half-maximal effect; % is scaled to controls: 0 for no effect and ±100 for the full control effect; nearly all actives have a fitted effect of over 55% in size
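qHTS (up to 57 uM final) was run with 24 h compound exposure of reporter cells at 37 °C. Each well was multiplexed: SteadyGlo luminescence measured ATXN2-luciferase expression after a fluorogenic Gly-Phe-AFC viability readout (25 uM final).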
KB-3-1 cytotox: KB-3-1 parental cell cytotoxicity; KB-3-1 viability, CellTiter-Glo ATP luminescence, 72 h; Potency, µM (titrated, usually from 46.1 µM), for inactives: top-dose activity change, negative = cytotoxic, hits mostly cytotoxic; 1.4% of 400,000 active; AID 1347075; also: potency is read from the fitted curve at half-maximal effect; % is scaled to controls: 0 for no effect and ±100 for the full control effect; nearly all actives have a fitted effect of over 60% in size
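Luminescent ATP read-out (CellTiter-Glo) measures survival of drug-naive KB-3-1 cells after 72 h compound exposure at 37 °C. Titration series was screened from lowest to highest concentration, with DMSO vehicle plates as background controls.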
HT1080NT lethal: kills 2HG-producing HT-1080-NT fibrosarcoma cells; AID 686970; HT-1080-NT fibrosarcoma viability, CellTiter-Glo ATP luminescence, 48 h; 1.6% of 360,000 active; Potency, µM (highest dose often 46.1 µM), inactives show at the top dose activity, negative = less viability, hits mostly cytotoxic;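 also: NT is the 2HG producing partner of a matched IDH1 knockdown line; potency is read from the fitted curve at half-maximal effect; 0% = DMSO-treated cells and -100% = media-only wells without cells; nearly all actives have a fitted effect of over 55% in size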
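Viability by CellTiter-Glo luminescence after 48 h compound exposure at 37C of HT-1080-NT cells (750/well, RPMI, 5% FBS). % activity scaled between DMSO wells and medium-only wells, then curve-fitted and categorized by curve class.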
An asterisk follows results filed as active; i = inactive; ? = inconclusive; / = not tested or not shown; & = joins results of further samples; [ ] = remark or other dose. Unless noted, calls follow the shape of the dose curve; as a rule, active = well fitted curve in the direction sought with a large enough effect; inconclusive = small, poorly fitted or top-dose-only effect, or another doubt; inactive = no such curve, though single readings can be large; an effect the other way counts as inactive or inconclusive.

The line under a structure holds: MCF10A rereplic, HT1080 IDH1KD tx, SW480 rereplic, HepG2 tox, IL1B secr inh, S2 tox, ATXN2 expr inh, KB-3-1 cytotox, HT1080NT lethal
> N=c1n(CCN2CCCCC2)c2ccccc2n1CC(O)c1ccc(Cl)c(Cl)c1 (configuration not stated)
    ?, 13µM*, -2%, 11µM*, -68*, ?, 25µM*, ?, 11µM*
> Cc1cc(F)c(F)c(C(=O)NC2CC2)c1Cl
    2%, -23%[9.24 µM], 1%, -36%, 6, i, 2%, -1%, -4%
> CCc1nc2c(OCC3CCCCC3)cccn2c1N(C)C(=O)c1ccccc1F
    /, ?, /, -18%, -18, ?, ?, -15%, ?
> C=CCn1c(SCC(=O)Nc2cc(C)on2)nc2sc(CC)cc2c1=O
    3%, -24%, 7%, -7%, 62, ?, -20%, -2%, -10%
> CCN1C(=O)/C(=C/c2nc3ccccc3c(=O)[nH]2)c2ccccc21
    -9%, 17%, -10%, 0%, 23, i, 13%, 19%, 5%
> Cc1ccc(N2CC(O)CSC2=Nc2ccccc2)cc1 (configuration not stated)
    /, -19%, /, -23%, -20, i, /, -23%, -13%
> COc1ccc(C(=O)NCc2nnc(SCC(=O)NC3CCCC3)o2)cc1
    4%, 12%, 2%, -15%, -5, ?, -1%, -6%, 12%
> CC(=O)Nc1ccc(S(=O)(=O)N(C)CC(=O)NNC(=O)c2cccs2)cc1
    0%, 0%, -3%, -4%, 12, i, /, -1%, 4%
> CCC(CO)Oc1cc(NCc2ccc(F)cc2)c2ncn(C(C)C)c2c1 (configuration not stated)
    23µM*, -4%, ?, -5%, 0, ?, -28%, 0%, -6%
> CCS(=O)(=O)Nc1ccc(-c2nc3cccnc3s2)cc1
    27%, 18%, -7%, -2%, ?, i, -5%, 22%, 8%
> O=C(CSc1nc2ncccc2[nH]1)Nc1c(F)cc(F)cc1Br
    -2%, 0%, -7%, -33%, 2, i, /, 2%, 16%
> O=C1NC(c2ccccc2)=C(c2ccc3ccccc3n2)C(c2ccc(F)cc2)N1 (configuration not stated)
    6%, -16%, -1%, -37%, -23, i, /, 9%, -15%
> CC(C)C(=O)Nc1cccc(-c2nc3ccccc3o2)c1
    10%, -7%, 5%[9.22 µM], -32%, 0, i, -6%, -11%, -5%
> CSc1ncnc2sc(C)c(C)c12
    -6%, 0%, ?, 20%, -1, i, /, -6%, 2%
> O=C(O)Cn1cc(/C=C2/NC(=O)N(c3ccc(Cl)cc3)C2=O)c2ccccc21
    -3%, 2%, -7%, -23%, 8, ?, 8%, 3%, -14%
> CC(C)Cn1c(-c2ccco2)n[nH]c1=S
    1%, ?, -15%, 1%, 14, i, 6%, 0%, ?
> COc1ccc(C(=O)Nc2cccc3c2CCCC3)cc1OC
    ?, -6%, 2%, -11%, -12, i, /, -21%, -4%
> Cc1cccc(C(=O)N2CCN(CCNC(=O)C(=O)Nc3ccc(F)cc3)CC2)c1
    1%, 16%, 1%, -3%, -12, i, 6%, -3%, 18%
> CC(=O)Nc1ccc(S(=O)(=O)NC2CCSc3ccccc32)cc1 (configuration not stated)
    18%, -7%, ?, -9%, 11, i, -18%, ?, -4%
> CCOc1ccccc1OCCCC(=O)Nc1ccc(Cl)c(S(=O)(=O)N2CCOCC2)c1
    9%, -24%, 4%, 1%, 13, i, /, -17%, -12%
> Cc1nc2c(=O)[nH]c3ccccc3c2o1
    3%, 5%, 2%, 6%, -5, i, -13%, -1%, 13%
> O=C(NCc1ccc(F)cc1)C(c1ccc(F)cc1)N(C(=O)c1csnn1)C1CC1 (configuration not stated)
    -16%, 0%, 8%, -8%, -12, i, -3%, 0%, -1%
> CCN(C(=O)c1ccc(=O)n(C)n1)c1c(N)n(Cc2ccccc2)c(=O)[nH]c1=O
    -13%, 7%, 1%, -4%, 14, ?, -4%, /, 0%
> O=C(CSc1ncn[nH]1)N1CCCCC1
    -13%, 10%, -12%, 0%, -11, i, -17%, 2%, 1%
> O=C(N/N=C/c1cccc([N+](=O)[O-])c1)c1nc2ccccc2c(=O)[nH]1
    -8%, 3%, -7%, 2%, 8, i, 40%[activator], 8%, 7%
> CCOC(=O)C1(Cc2cccc(Cl)c2)CCCN(C(=O)c2cc(C)[nH]n2)C1 (configuration not stated)
    10%, 3%, 1%, -27%, 7, i, 3%, 4%, 3%
> COC(=O)c1cc(C(=O)c2cc(F)ccc2O)cn2c(=O)c3c(C)c(C)sc3nc12
    3.7µM*, 0%, ?, -2%, -6, i, 10%, -12%, -1%
> O=C(COc1ccc(Cl)cc1)NCCS(=O)(=O)N1CCN(c2ccccc2F)CC1
    1%, -21%, 2%, -6%, 6, i, -4%, -11%, -26%
> C[C@H](O)CNC(=O)c1[nH]cnc1C(=O)Nc1ccc(CNC(=O)OC(C)(C)C)cc1
    /, 1%, /, 2%, -10, i, -6%, -16%, -21%
> COc1ccc(NC(=S)NNC(=S)Nc2cccc(C(F)(F)F)c2)cc1
    15µM*, ?, -35%, -44%, ?, i, -3%, -8%, -25%

An excerpt from above with just IL1B secr inh and HT1080 IDH1KD tx.
Molecule | IL1B secr inh | HT1080 IDH1KD tx
CC(C)C(=O)Nc1cccc(-c2nc3ccccc3o2)c1 | 0 | -7%
CSc1ncnc2sc(C)c(C)c12 | -1 | 0%
O=C(O)Cn1cc(/C=C2/NC(=O)N(c3ccc(Cl)cc3)C2=O)c2ccccc21 | 8 | 2%

A portion from further up:
The line under a structure holds: MCF10A rereplic, HT1080 IDH1KD tx, SW480 rereplic, HepG2 tox, IL1B secr inh, S2 tox, ATXN2 expr inh, KB-3-1 cytotox, HT1080NT lethal
> CCOC(=O)C1(Cc2cccc(Cl)c2)CCCN(C(=O)c2cc(C)[nH]n2)C1 (configuration not stated)
    10%, 3%, 1%, -27%, 7, i, 3%, 4%, 3%
> COC(=O)c1cc(C(=O)c2cc(F)ccc2O)cn2c(=O)c3c(C)c(C)sc3nc12
    3.7µM*, 0%, ?, -2%, -6, i, 10%, -12%, -1%
> O=C(COc1ccc(Cl)cc1)NCCS(=O)(=O)N1CCN(c2ccccc2F)CC1
    1%, -21%, 2%, -6%, 6, i, -4%, -11%, -26%
> C[C@H](O)CNC(=O)c1[nH]cnc1C(=O)Nc1ccc(CNC(=O)OC(C)(C)C)cc1
    /, 1%, /, 2%, -10, i, -6%, -16%, -21%
> COc1ccc(NC(=S)NNC(=S)Nc2cccc(C(F)(F)F)c2)cc1
    15µM*, ?, -35%, -44%, ?, i, -3%, -8%, -25%

The listing continues:
The line under a structure holds: MCF10A rereplic, HT1080 IDH1KD tx, SW480 rereplic, HepG2 tox, IL1B secr inh, S2 tox, ATXN2 expr inh, KB-3-1 cytotox, HT1080NT lethal
> CN1C(=O)CC(=O)N(C)c2cc(S(=O)(=O)N(C)Cc3ccccc3)ccc21
    11%, 0%, -16%, -4%&2%, -1, i, 3%&6%, -9%&-5%, 1%
> O=C(/C=C/c1ccccc1)Nc1ccc(Br)cn1
    2.1µM*, 5.2µM*, 5.8µM*, 0%, 0, ?, -16%, 5.2µM*, 6.5µM*
> C[C@@H]1CN([C@@H](C)CO)S(=O)(=O)c2ccc(-c3ccc(C(=O)N(C)C)cc3)cc2O[C@@H]1CN(C)Cc1ccccc1C(=O)O
    /, 6%, /, -1%, 23, i, 3%, 10%, 2%
> O=C(Nc1ccc2c(c1)OCO2)c1ccc2sc([C@H]3C[C@H](O)[C@@H](CO)O3)nc2c1
    /, 14%, /, 3%, 22, i, 16%, 0%, 16%
> C=CCOC(=O)C1=C(C)NC(=O)NC1C1CC=CCC1 (configuration not stated)
    1%, 7%, -35%[inhibitor], 14%, -1, i, 7%, 3%, 0%
> CCOC(=O)CCC(=O)N1CCOCCN(C(=O)CCC(=O)OCC)CCOCC1
    -1%, 3%, -3%, -18%, 16, i, 0%, 12%, 12%
> CCCCCOc1ccc(C(=O)NCC2(c3ccccc3)CCOCC2)cc1
    22%, ?, 3%, -34%, -25, i, -8%, -1%, -5%
> CN(C(=O)c1cc2ccccc2o1)c1c(N)n(Cc2ccccc2)c(=O)[nH]c1=O
    -3%, -1%, -9%, -10%, 18, i, 3%, 2%, -2%
> CC[n+]1c(C)n(-c2ccccc2)c2ccc(C(=O)OC)cc21
    ?, 13%, -3%, 7%, 2, i, 4%, -4%, 16%
> O=C(NC1CC1)c1cccc2c1C(=O)c1ccc(N3CCC(Cc4ccccc4)CC3)cc1S2(=O)=O
    ?, 2%, ?, -12%, 17, /, ?, 0%, 1%
> O=C(/C=C/c1ccccc1[N+](=O)[O-])NC1CCCC1
    15%, 0%, 1%, -1%, 23, i, -13%[11.3 µM], 12%, 1%
> COc1ccc(CCNC(=O)N[C@@H](Cc2ccccc2)C(=O)O)cc1
    11%, 14%, -4%, -3%, 9, ?, /, 2%, 3%
> O=C(c1ccco1)N1CCN(c2ccc([N+](=O)[O-])cc2F)CC1
    3%, -1%, 3%, -2%, 8, i, 8%, -19%, -17%
> Cc1ccccc1N=C1NC(=O)/C(=C/c2cccn2-c2cccc(C(=O)O)c2)S1
    ?, 11%, -5%, 3%, 52, ?, -4%, 4%, 9%
> CCS(=O)(=O)n1nc(-c2ccccc2)nc1N
    0%, -2%, 3%, -23%, -10, i, -3%, -8%, -7%
> CCNC(=O)C1CCCN(Cc2ccc(C(=O)OCC)cc2)CC1 (configuration not stated)
    /, 11%, /, 7%, 11, i, 6%, 0%, 19%
> Cc1ccc(S(=O)(=O)N(C)C)cc1NC(=O)CN1C(=O)NC2(CCCCCCC2)C1=O
    9%, -10%, 3%, -21%, 0, i, -20%, 8%, 0%
> Cc1cc(NC(=O)CSc2nnc(NC(=O)C3CC(=O)N(c4ccccc4)C3)s2)no1 (configuration not stated)
    2%, 6%, -2%, 0%, 15, ?, ?, 0%, 7%
